# UHRF1 MBD2 ctr: UHRF1 methylated DNA binding inhibitors, primary screen, counter-screen for MBD2 inhibitor project, biochemical, TR-FRET, human UHRF1, single concentration. UHRF1 binding to methylated oligo. AID 687016, 2013. hit rate 0.75% among 370,000. E3 ubiquitin-protein ligase UHRF1 (Homo sapiens), Q96T88. inhibition, % at 4.4 µM; in the data active = inhibition above about 21%;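 note: UHRF1 SRA domain binding a hemimethylated CpG hairpin DNA probe; 0% = median of test compound wells and 100% = reference inhibitor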
# MBD2 DNA inh: inhibitors of MBD2 binding to methylated DNA, primary screen, biochemical, TR-FRET, DNA-binding domain, human; MBD2 binding to methylated oligonucleotide; inhibition, % at 4.4 µM; hit rate 0.31% among 370,000; AID 686964, 2013; in the data active = inhibition above about 13%
# PRMT1 inh: PRMT1 methyltransferase inhibitors, primary screen, biochemical, fluorescence polarization; inhibition, % at 2.79 µM; recombinant PRMT1, activity-based probe fluorescence polarization; Protein arginine N-methyltransferase 1 (Homo sapiens), Q99873; hit rate 1.3% among 370,000; AID 652257, 2013;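 active = inhibition above about 21% made by adding two undisclosed values, limit read from the data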
# ABHD4 inh: ABHD4 inhibitors, primary screen, biochemical, fluorescence polarization, mouse; (Lyso)-N-acylphosphatidylethanolamine lipase (Mus musculus), Q8VD66; purified mABHD4, FP-Rh probe fluorescence polarization; inhibition, % at 8.92 µM; hit rate 0.54% among 370,000; AID 720543, 2013;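 active = inhibition exceeding the mean over every tested compound plus 3 SD, cut at about 30% in these data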;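 note: 0% = plate median of compound wells and 100% = S159A mutant with DMSO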
#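 Test system: mABHD4 protein | Buffer or medium: HEPES pH 7.0 buffer, 150 mM NaCl, 0.01% Pluronic F-127 | Probe or stimulus: FP-Rh fluorescent activity-based probe, added after compound pre-incubation | Timing: Pre-incubation 45 min, probe exposure 60 min, at 25 °C | Technique: Fluorescence polarization, excitation 525 nm, emission 598 nm, BODIPY TMR filters | Repeats: Single well per compound (singlicate)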
# TCR-CD3 inh: inhibitors of human TCR-CD3 interaction, primary screen, biochemical, fluorescence, TAMRA-labeled TCR probe | AID 651800, 2012 | inhibition, % at 9.4 µM | hit rate 0.37% among 360,000; in the data active = inhibition above about 19%;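 note: recombinant mutant TCR 2C K166C tagged with TAMRA read by polarization; 0% = receptor in buffer alone and 100% = receptor with positive control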
# GC-B act: human GC-B receptor activators, primary screen, HEK293 GC-B cells, cGMP TR-FRET, EC30 CNP. 0% at EC30 CNP, 100% saturating CNP. Atrial natriuretic peptide receptor 2 (Homo sapiens), P20594. hit rate 0.11% among 370,000. activation, % at 10 µM;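 active = activation at 10 µM reaching about 35% in either raw or pattern-adjusted values, limit read from the data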
# SIAE inh: human SIAE inhibitors, primary screen, biochemical, fluorescence polarization, FP-Rh probe, 1536-well HTS; SIAE FP-Rh probe binding; inhibition, % at 9.66 µM; hit rate 0.69% among 370,000;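 active = inhibition above a cutoff: mean of compounds within the control limits plus 3 SD of those, cut at about 17% in these data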;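 note: 0% = plate median of compound wells and 100% = probe without SIAE protein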
# Target sequence (Q9HAT2 whole entry, looked up): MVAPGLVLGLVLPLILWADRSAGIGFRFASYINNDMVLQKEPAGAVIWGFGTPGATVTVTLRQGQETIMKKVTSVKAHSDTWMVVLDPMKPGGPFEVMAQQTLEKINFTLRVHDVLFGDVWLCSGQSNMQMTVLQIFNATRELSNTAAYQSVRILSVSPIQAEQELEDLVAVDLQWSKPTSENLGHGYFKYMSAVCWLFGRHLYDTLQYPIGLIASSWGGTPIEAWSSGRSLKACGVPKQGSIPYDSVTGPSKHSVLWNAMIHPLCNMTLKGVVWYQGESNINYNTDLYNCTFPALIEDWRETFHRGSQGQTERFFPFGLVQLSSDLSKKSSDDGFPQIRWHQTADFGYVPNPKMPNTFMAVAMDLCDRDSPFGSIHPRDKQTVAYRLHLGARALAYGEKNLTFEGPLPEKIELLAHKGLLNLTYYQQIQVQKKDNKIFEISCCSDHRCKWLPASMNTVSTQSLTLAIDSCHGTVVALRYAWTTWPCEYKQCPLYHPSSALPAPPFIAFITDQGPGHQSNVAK
# rCAG binder: binders of r(CAG) RNA repeats, primary screen, biochemical, fluorescence; r(CAG) RNA repeat, TO-PRO-1 dye displacement fluorescence; inhibition, % at 3 µM; hit rate 1.3% among 370,000;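 active = inhibition above the plate cutoff, the mean of all test compounds on that plate plus 3 SD, cut at about 35% in these data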;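 note: 0% = DMSO alone and 100% = 100 µM mitoxantrone as full dye displacement; higher means more dye released from RNA so lower well fluorescence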
# GC-A act: GC-A stimulated cGMP production enhancers – HEK293 GC-A cells, cGMP TR-FRET, EC30 ANP, primary screen; hit rate 0.14% among 370,000; activation, % at 10 µM; Atrial natriuretic peptide receptor 1 (Homo sapiens), P16066; AID 1671463, 2021; 0% at EC30 ANP, 100% saturating ANP; in the data active = activation above about 40%
# HTRA1 inhibitor: HTRA1 serine protease inhibitors, primary screen, biochemical, fluorescence polarization, HTS; Q92743; recombinant HTRA1, FP-rhodamine activity-based probe; inhibition, % at 5.96 µM; hit rate 0.5% among 340,000; in the data active = inhibition above about 36%;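 note: 0% = enzyme with DMSO and 100% = wells lacking enzyme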
# Target sequence (Q92743 whole entry, looked up): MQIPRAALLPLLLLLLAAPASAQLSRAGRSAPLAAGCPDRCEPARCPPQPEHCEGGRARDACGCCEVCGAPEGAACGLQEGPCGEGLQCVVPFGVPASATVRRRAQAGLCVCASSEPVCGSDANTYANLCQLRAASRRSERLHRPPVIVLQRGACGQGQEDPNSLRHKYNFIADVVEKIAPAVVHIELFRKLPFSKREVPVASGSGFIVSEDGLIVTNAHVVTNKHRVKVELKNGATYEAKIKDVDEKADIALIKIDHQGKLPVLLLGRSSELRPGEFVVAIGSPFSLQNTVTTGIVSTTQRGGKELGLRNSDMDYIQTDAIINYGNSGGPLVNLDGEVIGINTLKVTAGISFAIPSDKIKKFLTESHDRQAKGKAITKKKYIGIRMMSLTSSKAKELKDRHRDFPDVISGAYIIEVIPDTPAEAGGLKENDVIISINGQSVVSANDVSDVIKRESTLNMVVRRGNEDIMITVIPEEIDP
# Active calls of the source: *; / = not tested or not shown. These rows are one share of the data. The share of hits here may be higher or lower than overall.
SMILES,UHRF1 MBD2 ctr,MBD2 DNA inh,PRMT1 inh,ABHD4 inh,TCR-CD3 inh,GC-B act,SIAE inh,rCAG binder,GC-A act,HTRA1 inhibitor
Cc1cc(C(=O)N2CCC2(C)C(=O)NCC(C)(C)C)nn1C (centres undefined),-1,-5,-2,-6,6,3,1,-1,2,/
COc1ccccc1-c1csc(C(O)c2ccc(F)cc2)n1 (centres undefined),1,0,1,-7,-3,-4,-6,0,1,/
CN(CC(=O)NCc1ccccc1Cl)CC(=O)Nc1cccc(F)c1,4,4,3,0,-5,4,-6,-5,-3,-3
N#CCCN(Cc1ccccc1)C(C(=O)NC1CCCCC1)C1CC1 (centres undefined),0,0,4,8,-5,3,2,0,-4,/
COc1ccc(C(=O)CCNc2ccc3c(c2)OCCO3)cc1,-1,-3,4,4,0,-1,18*,-4,-5,3
Cc1ccc(NC(=S)NCCC(c2ccccc2)c2ccccc2)c(C)c1,-1,-7,-5,-13,5,-3,-24,-3,-8,-28
O=C(NCc1ccc(Cl)cc1)C1CCN(S(=O)(=O)c2ccc(N3CCCC3=O)cc2)CC1,-1,2,0,1,5,4,-6,-2,3,7
Cc1cc(Cl)c2ccc3ccccc3c2n1,0,4,-1,-3,3,1,4,-3,-3,1
COc1ccc(N(C(=O)CNC(=O)c2cccs2)C(C(=O)NC2CCCC2)c2ccncc2)cc1 (centres undefined),3,-4,-2,-6,-8,-3,-3,-7,-1,-6
COc1ccc(OCC(=O)NC2CCCN(Cc3ccc(Cl)cc3)C2)cc1 (centres undefined),1,2,-5,-2,-3,-6,-4,-6,-6,-6
COc1ccc(C(=O)N2CCC(n3nnc4cc(F)ccc43)CC2)cc1OC,-2,3,-2,-1,-7,-4,0,-5,-2,2
O=C1C=C(NC2=CC3OC(c4ccccc4)OCC3OC2=O)CCC1 (centres undefined),3,5,1,3,3,4,3,-3,3,-5
CCN1CCN(CC(=O)N2N=C(c3cccs3)CC2c2ccc(F)cc2)C(=O)C1=O (centres undefined),-2,-1,2,4,-3,4,-3,-5,-3,1
CCOC(=O)c1ccc(NC(=O)CC2SC(=NC)N(C)C2=O)cc1 (centres undefined),0,0,1,0,4,3,-4,0,1,-7
O=C(O)CSc1nc2ccccc2o1,-2,-5,-2,0,-1,0,0,-2,2,2
O=C(NCc1ccco1)C1CC(c2ccc(C(F)(F)F)cc2)=NO1 (centres undefined),-2,-9,0,7,4,-3,-3,-1,0,1
OC(c1ccc2c(c1)OCO2)c1nccc2ccccc12 (centres undefined),-3,-1,-4,-3,2,-3,8,-4,-6,-2
CC(OC(=O)c1ccc([N+](=O)[O-])s1)C(=O)Nc1ncc(Cl)cc1Cl (centres undefined),-3,0,0,1,3,-4,1,0,-3,21
CCn1c(=O)c([N+](=O)[O-])c(NCc2ccco2)c2ccccc21,1,3,7,6,-10,6,-3,-1,1,/
O=C(CSc1nnnn1C1CCCCC1)Nc1ccccc1F,3,-3,-1,2,7,1,5,2,0,5
CC1Cc2nc(SCC(=O)NCC3CCCO3)n(Cc3ccccc3)c(=O)c2S1 (centres undefined),3,0,1,5,3,3,-2,-4,2,-3
COc1ccccc1NC(=O)CCn1c(=S)oc2ccccc21,0,5,7,-1,6,3,-6,2,-2,-3
COc1cc(OC)nc(Oc2ccccc2C=O)n1,-6,-1,0,7,7,1,6,-1,5,-1
CCOC(=O)c1cnn(-c2ccc(C(C)C)cc2)c1NC(=O)C1CCC1,0,-4,0,5,8,2,5,-4,0,-1

# Profiles from above:
# O=C(NCc1ccco1)C1CC(c2ccc(C(F)(F)F)cc2)=NO1 (centres undefined) is listed with UHRF1 MBD2 ctr: -2; MBD2 DNA inh: -9; PRMT1 inh: 0; ABHD4 inh: 7; TCR-CD3 inh: 4; GC-B act: -3; SIAE inh: -3; rCAG binder: -1; GC-A act: 0; HTRA1 inhibitor: 1
# CCOC(=O)c1ccc(NC(=O)CC2SC(=NC)N(C)C2=O)cc1 (centres undefined) is listed with UHRF1 MBD2 ctr: 0; MBD2 DNA inh: 0; PRMT1 inh: 1; ABHD4 inh: 0; TCR-CD3 inh: 4; GC-B act: 3; SIAE inh: -4; rCAG binder: 0; GC-A act: 1; HTRA1 inhibitor: -7
# OC(c1ccc2c(c1)OCO2)c1nccc2ccccc12 (centres undefined) is listed with UHRF1 MBD2 ctr: -3; MBD2 DNA inh: -1; PRMT1 inh: -4; ABHD4 inh: -3; TCR-CD3 inh: 2; GC-B act: -3; SIAE inh: 8; rCAG binder: -4; GC-A act: -6; HTRA1 inhibitor: -2

# (listing goes on)
SMILES,UHRF1 MBD2 ctr,MBD2 DNA inh,PRMT1 inh,ABHD4 inh,TCR-CD3 inh,GC-B act,SIAE inh,rCAG binder,GC-A act,HTRA1 inhibitor
COc1cccc(C(=O)NCCS(=O)(=O)N2CCC3(CC2)OCCO3)c1,2,1,2,-3,2,-1,9,-6,-2,2
COc1ccccc1CCC(=O)OCC(=O)Nc1cccc(S(=O)(=O)N2CCCCC2)c1,1,3,-1,-2,-2,2,-16,2,0,-23
Cc1nn(CCOc2ccccc2)c(=O)n1-c1ccc(Cl)cc1,0,-3,3,1,3,-2,0,-4,2,8
CCN(CC)c1ccc(C(=O)NNC(=O)CN2C(=O)NC3(CCCCC3)C2=O)cc1,-1,-5,-2,0,5,2,9,-5,-2,-3
CCN(CC)CCn1c(NCc2nc3ccccc3n2Cc2ccccc2)nc2ccccc21,-3,4,2,1,2,-5,2,-6,-14,-15
O=C(CSc1ccc(Cl)cc1)NC1CCCC1,0,-2,-4,-2,3,4,1,-2,1,5
Cc1ccc(NC(=O)C(CC(C)C)NC(=O)C2CCC(C)CC2)nc1 (centres undefined),2,0,-1,5,-2,3,-2,-6,5,0
COc1ccc(NC(=O)NNC(=O)c2cc(C3CC3)nc3ccccc23)c(OC)c1,3,5,6,-8,-2,-8,5,6,-1,7
CN(C)S(=O)(=O)c1ccc(C(=O)NCCOc2ccccc2)cc1,2,2,3,-5,-7,4,-8,-3,-4,-2
C/C(=N\NC(=O)c1ccc(O)cc1)c1ccc(NC(=O)Cc2ccccc2)cc1,-1,-2,1,0,0,-3,-3,-4,-1,-5
Cc1ccc(S(=O)(=O)N2CCN(C(=O)NCc3ccc(F)cc3)CC2)c(C)c1,0,0,-3,-5,1,2,0,-3,-4,0
Cc1ccc(C2N(c3ccc(Cl)c(Cl)c3)C(=O)C3CCCN32)o1 (centres undefined),0,-1,0,4,0,-4,3,3,-9,-12
COc1ccc(C(=O)N/N=C\C(C)=C\c2ccccc2)cc1OC,-2,-1,-1,-6,-6,-5,0,-3,-2,2
COc1ccc(-n2nnc3c(=O)n(CC(=O)Nc4cc(C)on4)cnc32)cc1OC,-2,-3,1,0,8,4,24*,1,-2,4
Cc1ccc(-n2ncc3c2CC(C)(C)CC3NC(=O)CCc2cccnc2)cc1 (centres undefined),-4,-4,-2,-6,5,-1,3,-12,0,-2
Cc1ccc(C(C)C)c(OCC(=O)NS(=O)(=O)c2ccc(Cl)cc2)c1,1,-5,1,5,0,2,5,51*,2,-13
CCOc1ccc(CNC(=O)CCC(=O)N2CCSc3ccccc32)cc1,2,-3,4,-12,-7,-1,3,0,0,9
CNc1ccc(Cl)cc1C(N)=O,-3,-9,-2,-6,-2,-2,9,2,2,-5
Cc1cccc(NC(=O)CSc2nnc(NC(=O)CN3CCCCC3)s2)c1,0,-4,-1,6,1,-2,-1,4,1,/
CCCCN(C)C/C(O)=C(\C#N)c1nc(-c2ccccc2)cs1,-4,3,-3,1,1,-3,6,6,0,0
COc1ccccc1NS(=O)(=O)c1cccc(C(=O)N/N=C2\CC(=O)CC(C)(C)C2)c1,-4,-4,2,12,10,-7,7,11,-2,0
C[C@@H]1ON(C)[C@H]2C[C@H]3c4[nH]c5cccc(Br)c5c4CCN3C(=O)[C@@H]12,-1,-6,4,3,3,-9,8,3,-8,/
O=C1C2C3c4ccccc4C(c4ccccc43)C2C(=O)N1Cc1ccccn1 (centres undefined),3,-3,-4,-2,6,6,0,-5,-4,5
COc1cccc(CSc2nc3ccncc3[nH]2)c1,-2,0,-2,4,-10,4,-2,1,5,-1
CN(C)c1ccc(NC(=O)Oc2ccccc2)cc1,-5,-6,12,23,3,-3,3,-2,1,8
NC(=O)CSc1nnnn1-c1cccc(Cl)c1,-5,4,-3,5,11,1,7,0,1,4
CCN(c1ccccc1)S(=O)(=O)c1cc(CN2C(=O)c3cccnc3C2=O)ccc1OC,0,-5,0,-1,3,-1,4,-2,-1,-8
CC1(C)C=Cc2cc3ccc(=O)oc3cc2O1,0,0,0,8,8,-5,-2,2,4,-5
c1ccc2[nH]c(CSc3ncnc4c3oc3ccccc34)nc2c1,-3,-1,1,-12,0,-2,-11,12,-2,-28
O=C(NC1CCCC1)c1ccc([N+](=O)[O-])s1,3,4,1,2,1,-4,0,2,-5,5
Clc1cc(Br)ccc1OCCCn1ccnc1,3,0,0,11,3,-3,-4,-3,4,-6
CCOC(=O)c1cc(S(=O)(=O)N2CCC(C)CC2)cn1C,0,0,2,-4,7,1,1,-2,3,1
Cc1cc(C)cc(C(O)c2ncc(-c3ccccc3)[nH]2)c1 (centres undefined),-2,-2,-1,-4,5,-4,7,0,5,/
COc1ccc(CCNc2cc(C)nc3c(-c4ccc(Cl)cc4)c(C)nn23)cc1OC,4,9,6,-6,-5,7,7,7,6,-4
O=C(C1CCCN1S(=O)(=O)c1cccc2ccccc12)N1CCN(c2ccccc2)CC1 (centres undefined),-3,-4,-4,-2,/,-1,0,3,-2,/
Cc1ccc(CNC(=O)CN2C(=O)c3ccccc3S2(=O)=O)cc1,1,0,0,-2,6,3,-3,-1,0,-1
COc1ccc(-c2nc3cc([N+](=O)[O-])ccc3o2)cc1,21*,-4,-2,-1,1,-1,5,0,3,-5
COc1ccc(NC(=O)CS(=O)(=O)c2ccc(Br)cc2)cc1,11,1,-4,-1,-1,3,-7,5,0,3
CCN1C(=O)/C(=C/c2cc(C)n(C)c2C)SC1=Nc1ccc(OC)cc1,-1,2,-2,1,6,8,1,4,4,6
O=C1CCC/C(=N\NC(=O)c2ccc(CSc3cccc4cccnc34)cc2)C1,-13,3,3,-3,-1,1,4,8,-1,-18
CCC(OC(=O)c1nsc(Cl)c1Cl)C(=O)NCc1cccs1 (centres undefined),-3,1,-1,-2,1,-5,9,-4,0,2
N#CCSc1ncccc1-c1nc2ccccc2[nH]1,0,0,0,7,2,6,-4,2,1,-2
CC(C)=CCCC(C)N(C=O)C(C)CCC=C(C)C (centres undefined),1,6,1,-5,-13,6,-1,0,0,-1
CC(=O)c1ccc(OCC(=O)Nc2ccc(N3CCCCC3)cc2)cc1,-2,3,-2,2,-1,-2,4,0,-1,18
Cc1occc1C(=O)N/N=C/c1cnn(C)c1C,-1,-8,-2,5,5,2,1,-2,3,-1
CCOC(=O)[C@H]1[C@H]2COc3ccc(OC)cc3[C@@H]2N2C(=O)CN(CC3CCCO3)C(=O)[C@@]12C (some centres undefined),1,3,0,3,1,-3,6,-7,1,-5

# Assay outcomes from PubChem BioAssay.
